# M5 ag = human M5 muscarinic receptor agonists, primary screen, CHO-K1 cells, Fluo-8 calcium fluorescence; activation, % at 3 µM; 0.19% of 360,000 active; Muscarinic acetylcholine receptor M5 (Homo sapiens), P08912; AID 624037, 2012; CHO-K1 hM5 cells; 0% DMSO wells, 100% maximal acetylcholine response;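 active = activation above the run's mean over test compounds plus 3 SD, cut at about 23% in these data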;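 also: signal is peak over basal fluorescence ratio across the kinetic read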
# Target sequence (P08912 whole entry, looked up): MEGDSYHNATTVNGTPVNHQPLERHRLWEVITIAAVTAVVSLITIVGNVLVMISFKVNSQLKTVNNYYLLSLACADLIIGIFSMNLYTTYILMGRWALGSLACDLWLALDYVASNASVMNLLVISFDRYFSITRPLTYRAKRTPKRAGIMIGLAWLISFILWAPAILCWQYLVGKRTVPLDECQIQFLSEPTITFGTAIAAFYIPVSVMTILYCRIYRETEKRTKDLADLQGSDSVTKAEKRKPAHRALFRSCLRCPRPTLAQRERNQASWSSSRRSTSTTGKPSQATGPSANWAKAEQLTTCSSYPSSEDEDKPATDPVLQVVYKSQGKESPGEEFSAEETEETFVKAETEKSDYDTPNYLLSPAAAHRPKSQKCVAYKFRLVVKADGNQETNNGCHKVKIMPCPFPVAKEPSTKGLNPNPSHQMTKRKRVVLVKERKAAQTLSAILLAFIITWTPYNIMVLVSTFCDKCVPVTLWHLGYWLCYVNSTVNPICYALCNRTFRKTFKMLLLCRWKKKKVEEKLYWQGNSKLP
# CRFR2-BP ag = agonists of CRF-BP/CRF-R2 complex, primary screen, cell-based, HEK293, calcium dye fluorescence, uHTS | CRF-binding protein / CRF receptor 2 complex (human) | calcium dye fluorescence (FLIPR); percent of saturating CRF peptide response | 0.46% of 350,000 active | activation, % at 13.2 µM;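 active = activation of at least 50%, plus an integration ratio under a set limit after plate pattern correction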;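 also: plate controls were neutral control wells without compound for no effect and CRF at EC100 for full effect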
# M4 PAM = human M4 muscarinic receptor positive allosteric modulators, primary screen, CHO-K1 cells, Fluo-8 calcium fluorescence; activation, % at 3 µM; 0.4% of 360,000 active; Muscarinic acetylcholine receptor M4 (Homo sapiens), P08173; CHO-K1 hM4/Gqi5, ACh EC20; 0% = ACh EC20, 100% = maximal ACh;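 active = activation above its plate's cutoff, the mean activation of sample wells plus 3 SD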; also: some results filed as inactive read as strong as hits
# Target sequence (P08173 whole entry, looked up): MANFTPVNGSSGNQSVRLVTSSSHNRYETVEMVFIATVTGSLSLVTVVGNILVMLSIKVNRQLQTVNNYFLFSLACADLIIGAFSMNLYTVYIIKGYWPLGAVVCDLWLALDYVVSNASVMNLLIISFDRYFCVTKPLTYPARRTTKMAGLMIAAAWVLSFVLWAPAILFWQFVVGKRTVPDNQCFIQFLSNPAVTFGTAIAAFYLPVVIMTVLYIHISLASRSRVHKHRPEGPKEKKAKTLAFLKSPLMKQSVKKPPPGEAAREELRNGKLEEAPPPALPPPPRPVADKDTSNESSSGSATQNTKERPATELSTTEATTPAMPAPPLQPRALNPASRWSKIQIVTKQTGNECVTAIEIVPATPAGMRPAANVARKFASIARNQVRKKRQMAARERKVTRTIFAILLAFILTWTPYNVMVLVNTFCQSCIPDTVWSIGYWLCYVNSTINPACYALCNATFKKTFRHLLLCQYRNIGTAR
# M4 ag = human M4 muscarinic receptor agonists, primary screen, CHO-K1 cells, Fluo-8 calcium fluorescence; CHO-K1 hM4/Gqi5; vehicle 0%, full acetylcholine response 100%; activation, % at 3 µM; 0.14% of 360,000 active; AID 624127, 2012;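 active = activation above the run mean over all test wells plus 3 SD, cut at about 32% in these data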;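 also: peak over basal fluorescence ratio per well then scaled between controls; 0% = DMSO wells and 100% = acetylcholine at EC100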
# CRFBP-R2 block = antagonists of CRF-BP/CRF-R2 complex, primary screen, cell-based, HEK293, calcium dye fluorescence, uHTS | CRF-induced calcium fluorescence | inhibition, % at 11.8 µM | 0.59% of 350,000 active;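 active = inhibition of the ligand-induced calcium signal above about 50% at the single tested concentration, limit read from the data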
# M5 antag = human M5 muscarinic receptor antagonists, primary screen, CHO cells, Fluo-8 calcium fluorescence; 0.59% of 360,000 active; CHO-hM5 cells, ACh EC80; AID 624040, 2012; inhibition, % at 3 µM;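 active = inhibition above a per-plate cutoff, the mean of that plate's test compounds plus 3 SD, cut at about 27% in these data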;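 also: 0% = acetylcholine EC80 with DMSO and 100% = DMSO without agonist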
# M5 PAM = human M5 muscarinic receptor positive allosteric modulators, primary screen, CHO-K1 cells, Fluo-8 calcium fluorescence; CHO-K1 hM5, ACh EC20 PAM; 0% = ACh EC20, 100% = ACh EC100; activation, % at 3 µM; 0.3% of 360,000 active; AID 624038, 2012;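 active = activation above the run cutoff, the mean activation of all test compounds plus 3 SD, cut at about 18% in these data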
#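 Probe or stimulus: acetylcholine, EC20 level; Assay system: human M5 receptor in CHO-K1 cells; Schedule: compound preincubation 140 s before EC20 acetylcholine addition; Technique: intracellular calcium via Fluo-8 fluorescence; Dosing: single-point, 3 µM nominal; Read-out basis: percent activation from peak-over-basal fluorescence ratio, scaled EC20-to-EC100 acetylcholine; Repeats: one well per compound, no replicates.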
# M1 PAM = human M1 muscarinic receptor positive allosteric modulators, primary screen, CHO-K1 cells, Fluo-8 calcium fluorescence, 1536-well; Muscarinic acetylcholine receptor M1 (Homo sapiens), P11229; CHO-K1 hM1, ACh EC20; 0% = ACh EC20, 100% = maximal ACh; activation, % at 3 µM; 0.088% of 360,000 active; in the data active = activation above about 19%, passing the limit was not always enough
# M4 antag = human M4 muscarinic receptor antagonists, primary screen, CHO cells, Fluo-8 calcium fluorescence | Muscarinic acetylcholine receptor M4 (Homo sapiens), P08173 | CHO-hM4 cells, ACh EC80 | inhibition, % at 3 µM | 0.73% of 360,000 active;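 active = inhibition above its plate's cutoff, the mean inhibition of sample wells plus 3 SD, cut at about 27% in these data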;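 also: 0% = acetylcholine EC80 with DMSO and 100% = DMSO without agonist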
# Numbers without * were called inactive; x = not tested or not shown.
M5 ag	CRFR2-BP ag	M4 PAM	M4 ag	CRFBP-R2 block	M5 antag	M5 PAM	M1 PAM	M4 antag	SMILES
-3	0.5	-1	0	-1	0	-2	5	6	O=C(NCCCN1CCOCC1)C1(c2ccccc2)CCOCC1
20	10	0	1	-18	22	5	8	7	O=C(Nc1ccccc1SC(=O)c1ccccc1)c1ccccc1
-2	0.0	-3	1	-7	-3	-1	7	4	CC(=O)C(Cc1cnc(Cl)s1)(Cc1cnc(Cl)s1)C(C)=O
-14	1.1	-9	0	-2	10	-2	-1	-8	Cn1cc(CN2CCCC(CO)(Cc3cccc(Cl)c3)C2)cn1 (configuration not stated)
1	-0.1	-1	0	-2	1	3	3	3	Cc1ccc(S(=O)(=O)N2CCCC(C(=O)NCC3COCCO3)C2)cc1 (configuration not stated)
-2	0.4	0	0	-5	-5	0	2	-3	COC(=O)c1sc(S(=O)(=O)N2CCC(C(N)=O)CC2)c(C(=O)OC)c1C
-3	-0.9	3	0	78*	0	1	-1	-5	CCOC(=O)C1CCCN(S(=O)(=O)c2ccccc2)C1 (configuration not stated)
3	-0.8	13	8	-4	5	-5	17	-15	CCC(C(=O)OCC(=O)Nc1c(C)nn(-c2ccccc2)c1C)c1ccccc1 (configuration not stated)
2	-0.1	9	0	-31	-7	6	1	-8	Cc1ccc(C(=O)NC(=S)Nc2cccc3c(C)cc(C)nc23)cc1
2	x	4	1	x	-4	3	1	4	Cn1nc(C(C)(C)C)cc1C(=O)N1CCCC(C)(C(=O)NS(=O)(=O)C2CC2)C1 (configuration not stated)
4	0.2	-10	21	-5	19	-11	-2	25	COc1ccc(NC(=O)CN2CCN(CC(=O)Nc3ccc(F)cc3)CC2)cc1Cl
-2	-0.9	3	-1	11	5	-4	6	5	CCOC(=O)c1nn(-c2cccc(C)c2)c2nnc(Cc3ccc(C)cc3)c(=O)n12
1	-2.6	-1	0	12	5	-2	4	0	Cc1ccc(C(=O)NNC(=O)c2ccncc2)cc1[N+](=O)[O-]
0	3.3	8	-1	-10	-1	0	13	-3	Cc1[nH]c(=O)[nH]c(=O)c1NS(=O)(=O)c1ccc2c(c1)CCCC2
-1	-0.7	0	1	12	-5	6	11	5	CCc1nc(SCC(=O)Nc2nnc(CC(C)C)s2)n[nH]1
0	-1.9	-6	8	3	4	-4	-7	-5	O=C(CSc1nnc(-c2n[nH]c3ccccc23)n1-c1ccccc1)Nc1ccccc1Cl
0	2.9	2	1	7	9	5	5	1	CCOC(=O)[C@@H]1[C@H]2COc3ccc(Br)cc3[C@@H]2N2C(=O)N(c3cccc(Cl)c3)C(=O)[C@]12C
4	0.3	5	1	4	-2	-5	-3	-5	Cc1nc2ncccn2c1-c1csc(NCc2ccco2)n1
-3	-2.0	-8	7	-21	4	-5	5	-8	Cc1ccc(Nc2nc(-c3c(C)nc4ncccn34)cs2)cc1
3	x	2	0	x	6	-11	x	0	CCCCC[C@H](C)N1C[C@H](COCc2ccccc2)Oc2cc(N3CCC[C@@H]3COC)ccc2S1(=O)=O
-4	-2.9	-1	1	-4	2	1	-2	3	COCCn1c(=O)[nH]c2cc(C(=O)NCCN3CCN(c4ccccc4F)CC3)ccc2c1=O
5	2.9	9	1	-9	-6	5	7	-10	Cc1cc(C)nc(NNS(=O)(=O)c2c(F)cc(F)cc2Br)n1
0	0.4	-3	2	-3	-1	-1	7	0	CCC(=O)N1CCc2cc(S(=O)(=O)N3CCN(C(=O)c4ccco4)CC3)ccc21
1	-1.3	17	1	-44	15	-4	3	1	COc1cccc(/C=C/C(=C2/C(=O)N(c3ccccc3)N=C2C)c2ccc(Br)cc2)c1OC
-1	5.8	3	2	-9	6	-1	2	0	c1ccc(N2CCN(c3nc4ccccc4n4nnnc34)CC2)cc1
-2	-1.1	-5	1	-9	-5	1	9	2	CCOC(=O)N1CCc2c(sc3c2c(=O)n(Cc2ccccc2)c(=O)n3CC(=O)NCC2CCCO2)C1 (configuration not stated)
-5	-2.2	-2	6	-4	-2	-4	-4	-1	O=C(CSc1ncnc2c1cnn2-c1ccccc1Cl)N1CCN(C(=O)c2ccco2)CC1
-2	x	-6	1	x	24	-4	2	-1	CC(C)COC(=O)N1CCCCC1c1cc(C(=O)NCc2ccccc2)no1 (configuration not stated)
-2	-1.1	-11	0	-5	-3	-4	2	-5	COc1ccccc1NC(CC(=O)c1ccccc1)C(=O)OCC(=O)c1ccc(Br)cc1 (configuration not stated)
-7	4.4	14	1	35	-5	7	5	-6	CN1CCN(c2ccc([N+](=O)[O-])cc2S(=O)(=O)N2CCOCC2)CC1

# Continuation.
M5 ag	CRFR2-BP ag	M4 PAM	M4 ag	CRFBP-R2 block	M5 antag	M5 PAM	M1 PAM	M4 antag	SMILES
0	-0.3	0	0	-29	-8	4	7	-4	CC1CCC/C(=C(\C#N)c2nc(-c3cc4ccccc4oc3=O)cs2)C1 (configuration not stated)
1	-0.8	3	0	7	-2	-3	5	1	O=C(NCc1ccc(Cl)cc1)C1CCCN(S(=O)(=O)c2cnc[nH]2)C1 (configuration not stated)
1	-3.0	12	1	39	15	1	0	-1	CCCN(C(=O)CCc1ccc(OC)cc1)c1c(N)n(Cc2ccccc2)c(=O)[nH]c1=O
0	-1.9	-2	1	-2	0	9	7	-7	CC1CCN(CC(=O)NC2CCCCC2)CC1
-2	2.4	-1	0	-19	4	-6	2	6	CN1CCN(C(=O)c2ccccc2NC(=O)Cc2ccccc2)CC1
3	-0.9	0	10	-8	5	-3	-2	1	CCc1ccc(NC(=O)c2cc(S(=O)(=O)N3CCc4ccccc43)cn2C)cc1
0	0.2	5	2	-12	-16	6	11	-8	CC(=O)N/C(=C\c1ccccc1)C(=O)OC(C)C(=O)NCc1ccccc1 (configuration not stated)
-3	8.1	2	1	-13	3	-4	-2	-17	Fc1ccccc1N1CCN(CCCNc2ccc3nncn3n2)CC1
-1	1.1	3	1	-16	-3	5	10	3	O=C(CN(Cc1cccs1)C(=O)CNC(=O)c1ccco1)NC1CCCCC1
-2	1.3	-9	0	2	14	-3	13	6	CC(C)(C)c1ccc(C(=O)N2CCC(C(=O)NC3CC3)CC2)cc1
2	0.9	-1	7	-11	3	-4	1	-1	C=C(C)[C@@H]1CC=C(CO)CC1
3	9.7	-21	10	-15	19	-9	-7	28*	Cc1cc(Br)ccc1NC(=O)CN1C(=O)C2C3CC(c4ccccc4)C(C3)C2C1=O (configuration not stated)
-4	0.2	-30	3	-19	-3	-5	-10	-19	CCCC(=O)C1=C(O)C(C(=O)OC)C(C)(C)CC1=Nc1ccc(Br)cc1 (configuration not stated)
-3	1.9	12	0	-7	4	7	17	7	CCN(CC)S(=O)(=O)c1ccc2c(c1)N(CC(=O)NCc1ccccn1)C(=O)CO2
1	-1.5	4	0	14	13	-6	-1	2	C#CCOCCOCCOCCNc1nc(N2CCN(C(=O)Cn3cc(CCCCN)nn3)CC2)nc(N2CCN(C(=O)[C@H](C(C)C)n3cc(CCO)nn3)CC2)n1
-1	1.1	-10	7	-9	18	-10	-8	6	O=C(c1cccc(S(=O)(=O)NCc2ccccc2)c1)N1CCN(c2cccc(C(F)(F)F)c2)CC1
2	-0.1	3	5	-26	5	-5	7	-3	O=C(O)c1ccc(N/N=C/c2cccc(F)c2)cc1
2	1.0	-1	2	-31	1	1	7	0	Cc1ccc2c(c1)c(C)c(C)n2CC(O)Cn1nnc2ccccc21 (configuration not stated)
0	-0.7	4	0	0	6	0	4	-9	O=C(CNS(=O)(=O)c1ccccc1F)NNC(=O)c1ccc(Br)cc1
1	-1.5	-5	5	-7	7	-2	2	0	CC1(C)C/C(=N/Nc2ccc([N+](=O)[O-])cc2[N+](=O)[O-])C(C)(C)O1
2	-1.0	5	0	-6	1	-1	2	-4	O=C(CNC(=O)N1CC(=O)Nc2ccccc21)NCCc1c[nH]c2ccccc12
1	5.0	-4	9	10	-12	-1	-12	-4	O=C(Nc1cccc(F)c1)Nc1ccc2c(c1)CCC2
-11	2.3	3	2	-33	0	-4	-1	4	CN1C2C=C3C(C#N)=C(N)C(C#N)(C#N)[C@@H](c4cccc(F)c4)[C@@H]3C1CC2 (some centres not stated)
0	-2.1	5	0	17	-8	2	6	2	COc1ccccc1OC(=O)c1ccc2nsnc2c1
1	-0.2	10	3	-7	-2	0	5	1	CCOC(=O)c1[nH]c(C)c(C(=O)N(C)Cc2ccccc2)c1C
-1	0.9	1	6	6	6	-1	14	-3	Cc1ccc(C(NC(=O)c2ccccc2S(C)(=O)=O)c2ccccc2)cc1 (configuration not stated)
-2	-1.3	2	3	-19	15	-6	6	6	CCOc1cccc(-c2c(C(=O)N/N=C/c3ccncc3)nnn2-c2nonc2N)c1
1	-1.3	2	1	7	-6	5	12	3	COC(=O)C1(C)NC(c2ccc(F)cc2)C2C(=O)N(c3ccc(C)cc3)C(=O)C21 (configuration not stated)
1	-0.4	1	1	-18	-3	4	3	5	COc1cccc(/C=N/n2c(C)nc3ccccc3c2=O)c1O
1	0.3	-1	1	2	6	-4	3	8	O=C1Nc2ccc(Cl)cc2C12OCCCO2

# Part of the list above in order of length of the SMILES, low to high:
M5 ag	CRFR2-BP ag	M4 PAM	M4 ag	CRFBP-R2 block	M5 antag	M5 PAM	M1 PAM	M4 antag	SMILES
2	-0.1	3	5	-26	5	-5	7	-3	O=C(O)c1ccc(N/N=C/c2cccc(F)c2)cc1
2	1.0	-1	2	-31	1	1	7	0	Cc1ccc2c(c1)c(C)c(C)n2CC(O)Cn1nnc2ccccc21 (configuration not stated)
-2	-1.3	2	3	-19	15	-6	6	6	CCOc1cccc(-c2c(C(=O)N/N=C/c3ccncc3)nnn2-c2nonc2N)c1

# Next section.
M5 ag	CRFR2-BP ag	M4 PAM	M4 ag	CRFBP-R2 block	M5 antag	M5 PAM	M1 PAM	M4 antag	SMILES
1	-0.3	9	4	3	13	-5	11	-8	CCCN(CC(=O)Nc1ccccc1C)C(=O)C1CC(=O)N(c2ccccc2OCC)C1 (configuration not stated)
3	0.0	11	3	22	-1	-1	-1	-7	CC(=O)Nc1ccc(NC(=O)COC(=O)/C=C/c2ccc3c(c2)OCO3)cc1
3	0.1	5	0	-5	3	-9	2	-4	CC(OC(=O)c1cccc(S(=O)(=O)N2CCN(C)CC2)c1)C(=O)Nc1ccc(C(N)=O)cc1 (configuration not stated)
0	2.9	-6	1	4	-4	-6	7	2	Cc1ccc(N2C(=O)CCC2(C(N)=O)c2ccccc2)cc1 (configuration not stated)
-3	-0.6	5	1	11	-4	3	10	-6	COc1cccc(-c2cnc(OC(C)(C)C)nc2OC(C)(C)C)c1

# Copied from the list.
# For M4 PAM, CCCN(CC(=O)Nc1ccccc1C)C(=O)C1CC(=O)N(c2ccccc2OCC)C1 (configuration not stated) reads 9
# For M5 PAM, CC(OC(=O)c1cccc(S(=O)(=O)N2CCN(C)CC2)c1)C(=O)Nc1ccc(C(N)=O)cc1 (configuration not stated) reads -9
